Source: PubChem
GASC-1 inh: human JMJD2C demethylase inhibition | Q9H3R0 | GST-JMJD2C(1-420) H3K9me3 demethylation, DELFIA europium | inhibition, % at 2.35 µM | 0.069% of 330,000 active | AID 2099;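 active means more than half of a compound's replicate wells show inhibition beyond 50%, single wells judged on their own value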;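 further: signal counts dimethyl H3K9 product captured on neutravidin plate; 0% = median of DMSO wells and 100% = 0.3 times that DMSO median; strong numbers were not always called active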
GRK2 aptamer HTS: human GRK2 inhibition via aptamer displacement; P25098; AID 488847; inhibition of aptamer binding, % at 10 µM; 0.59% of 330,000 active; bead flow cytometry, FAM-aptamer displacement from GRK2;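 active means inhibition of aptamer binding above 40%, roughly 3 SD of noise, on plates passing a quality check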;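 further: median bead fluorescence of bound FAM aptamer so fluorescent compounds give negative values; no value below 0 was filed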
Target sequence (P25098 whole entry, looked up): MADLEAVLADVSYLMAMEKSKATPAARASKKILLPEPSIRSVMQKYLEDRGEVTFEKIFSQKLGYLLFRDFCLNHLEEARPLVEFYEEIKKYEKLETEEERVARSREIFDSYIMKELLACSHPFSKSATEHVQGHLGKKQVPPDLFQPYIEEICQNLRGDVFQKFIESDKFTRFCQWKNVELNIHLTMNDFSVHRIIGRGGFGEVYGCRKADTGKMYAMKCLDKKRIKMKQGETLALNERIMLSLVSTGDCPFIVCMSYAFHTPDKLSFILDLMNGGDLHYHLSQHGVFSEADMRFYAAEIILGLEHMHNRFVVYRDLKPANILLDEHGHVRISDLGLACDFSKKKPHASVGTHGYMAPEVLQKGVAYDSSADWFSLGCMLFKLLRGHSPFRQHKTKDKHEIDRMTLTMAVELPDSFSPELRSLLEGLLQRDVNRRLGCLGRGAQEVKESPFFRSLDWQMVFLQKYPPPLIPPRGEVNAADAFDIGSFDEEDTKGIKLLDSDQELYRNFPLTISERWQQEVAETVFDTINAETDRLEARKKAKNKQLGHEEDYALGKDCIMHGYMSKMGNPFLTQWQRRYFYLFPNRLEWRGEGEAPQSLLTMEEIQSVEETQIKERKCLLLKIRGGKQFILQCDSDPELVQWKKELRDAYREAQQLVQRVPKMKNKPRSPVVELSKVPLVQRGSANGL
RPL19A-GFP yeast: yeast TOR pathway RPL19A-GFP modulation | percent response vs DMSO, % at 10 µM | S. cerevisiae RPL19A-GFP strain, flow cytometry, 3 h; active compounds read low | 0.3% of 330,000 active | AID 2025;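 active means percent response vs DMSO below 50%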;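 further: median channel GFP fluorescence of the barcoded RPL19A-GFP strain; ratio of sample median GFP to plate DMSO average so 100% = DMSO; lower means less RPL19A-GFP as with rapamycin TOR inhibition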
LAP4-GFP MLPCN: alters LAP4-GFP fluorescence in TOR pathway yeast screen; S. cerevisiae LAP4-GFP multiplex, flow cytometry GFP, 3 h; median GFP as percent of DMSO wells; GFP response vs DMSO, % at 10 µM; 0.34% of 320,000 active; AID 2023;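 active means GFP response vs DMSO above a set limit, about the screen mean plus 3 SD, cut at about 150% in these data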
VLA-4 inh: inhibition in a human VLA-4 binding assay | P13612 | VLA-4 expressing cells, ligand binding flow cytometry | inhibition, % (about 7 µM as worked out from the volumes in the protocol) | 0.2% of 330,000 active; in the data active means inhibition above about 50%
CIT2-GFP yeast: alters CIT2-GFP fluorescence in TOR pathway yeast screen; S. cerevisiae CIT2-GFP strain, flow cytometry, 3 h; 100 means same as DMSO wells; GFP response vs DMSO, % at 10 µM; 0.065% of 320,000 active; AID 2029;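 active means GFP response relative to DMSO above a set limit, near the screen mean plus 3 SD, cut at about 150% in these data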;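 further: ratio of well median GFP fluorescence to mean of DMSO wells on the plate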
AGP1 TOR yeast: yeast TOR pathway AGP1-GFP modulation; S. cerevisiae AGP1-GFP multiplex flow cytometry, 3 h; GFP as percent of DMSO wells; GFP response vs DMSO, % at 10 µM; 0.02% of 320,000 active;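 active means GFP response relative to DMSO above a set limit, near screen average plus 3 SD, cut at about 150% in these data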;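 further: median GFP channel fluorescence of the gated AGP1 strain per well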
MEP2-GFP yeast: modulators of TOR pathway MEP2-GFP in S. cerevisiae | S. cerevisiae MEP2-GFP strain, flow cytometry GFP, 3 h; 100% = DMSO control level | 0.51% of 330,000 active | GFP response vs DMSO, % at 10 µM | AID 2016;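 active means GFP response versus DMSO above a set limit, roughly screen mean plus 3 SD, cut at about 180% in these data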;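 further: median GFP fluorescence of the barcode-gated MEP2-GFP cells per well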
* hit, by the source's call; · = not tested or not shown.

no.	Molecule	RPL19A-GFP yeast	CIT2-GFP yeast	GRK2 aptamer HTS	AGP1 TOR yeast	VLA-4 inh	GASC-1 inh	LAP4-GFP MLPCN	MEP2-GFP yeast
1	Cc1cc(C(=O)CSc2n[nH]c(N)n2)c(C)n1-c1ccc(F)cc1	105.5	100.4	0.0	106.4	8.8	3.1	96.8	104.9
2	Cc1cc(C(F)(F)F)n2nc(C(=O)O)c(Cl)c2n1	102.1	108.0	2.0	107.2	-0.3	6.0	101.7	105.2
3	CCOC(=O)C(=CNc1ccc(C)cc1C)C(=O)OCC	100.2	85.6	1.0	100.1	29.5	2.4	103.9	106.4
4	CCOc1ccc(/C=N/NC(=O)CCC(=O)Nc2ccc(F)cc2)cc1	107.0	108.1	0.0	110.0	34.0	1.4	106.3	106.8
5	Cn1c(N)c(C(=O)COC(=O)/C=C/c2ccc(OC(F)F)cc2)c(=O)n(C)c1=O	86.1	82.2	0.0	89.1	2.8	0.7	94.0	93.2
6	Cc1cc(NC(=O)c2ccccc2Cl)n(C(C)(C)C)n1	96.9	93.9	0.0	100.9	12.7	5.6	109.1	97.1
7	O=C(COC(=O)C1CC1)NCCNC(=O)COC(=O)C1CC1	95.4	93.5	1.0	112.5	4.2	4.5	108.4	99.6
8	N#Cc1nc(-c2ccc(OCc3ccccc3)cc2)oc1NCCCn1ccnc1	85.1	87.2	0.0	87.4	6.5	2.2	97.9	85.8
9	C(=N\n1cnnc1)/c1ccc2c(c1)OCO2	116.2	100.3	0.0	118.9	-7.9	-2.8	112.7	110.9
10	Cn1c(=O)n(C)c2cc(/C=N/NC(=O)c3ccc(Cl)cc3Cl)ccc21	95.2	91.0	0.0	93.2	-3.3	3.5	95.3	100.3

Copied from above: compounds 1–2
no.	Molecule	RPL19A-GFP yeast	CIT2-GFP yeast	GRK2 aptamer HTS	AGP1 TOR yeast	VLA-4 inh	GASC-1 inh	LAP4-GFP MLPCN	MEP2-GFP yeast
1	Cc1cc(C(=O)CSc2n[nH]c(N)n2)c(C)n1-c1ccc(F)cc1	105.5	100.4	0.0	106.4	8.8	3.1	96.8	104.9
2	Cc1cc(C(F)(F)F)n2nc(C(=O)O)c(Cl)c2n1	102.1	108.0	2.0	107.2	-0.3	6.0	101.7	105.2

Part of the list above in a different format:
| nr | RPL19A-GFP yeast | CIT2-GFP yeast | GRK2 aptamer HTS | AGP1 TOR yeast | VLA-4 inh | GASC-1 inh | LAP4-GFP MLPCN | MEP2-GFP yeast | structure |
| --- | --- | --- | --- | --- | --- | --- | --- | --- | --- |
| 1 | 105.5 | 100.4 | 0.0 | 106.4 | 8.8 | 3.1 | 96.8 | 104.9 | Cc1cc(C(=O)CSc2n[nH]c(N)n2)c(C)n1-c1ccc(F)cc1 |
| 2 | 102.1 | 108.0 | 2.0 | 107.2 | -0.3 | 6.0 | 101.7 | 105.2 | Cc1cc(C(F)(F)F)n2nc(C(=O)O)c(Cl)c2n1 |
| 3 | 100.2 | 85.6 | 1.0 | 100.1 | 29.5 | 2.4 | 103.9 | 106.4 | CCOC(=O)C(=CNc1ccc(C)cc1C)C(=O)OCC |
| 4 | 107.0 | 108.1 | 0.0 | 110.0 | 34.0 | 1.4 | 106.3 | 106.8 | CCOc1ccc(/C=N/NC(=O)CCC(=O)Nc2ccc(F)cc2)cc1 |
| 5 | 86.1 | 82.2 | 0.0 | 89.1 | 2.8 | 0.7 | 94.0 | 93.2 | Cn1c(N)c(C(=O)COC(=O)/C=C/c2ccc(OC(F)F)cc2)c(=O)n(C)c1=O |
| 6 | 96.9 | 93.9 | 0.0 | 100.9 | 12.7 | 5.6 | 109.1 | 97.1 | Cc1cc(NC(=O)c2ccccc2Cl)n(C(C)(C)C)n1 |
| 7 | 95.4 | 93.5 | 1.0 | 112.5 | 4.2 | 4.5 | 108.4 | 99.6 | O=C(COC(=O)C1CC1)NCCNC(=O)COC(=O)C1CC1 |
| 8 | 85.1 | 87.2 | 0.0 | 87.4 | 6.5 | 2.2 | 97.9 | 85.8 | N#Cc1nc(-c2ccc(OCc3ccccc3)cc2)oc1NCCCn1ccnc1 |

The list goes on.
no.	Molecule	RPL19A-GFP yeast	CIT2-GFP yeast	GRK2 aptamer HTS	AGP1 TOR yeast	VLA-4 inh	GASC-1 inh	LAP4-GFP MLPCN	MEP2-GFP yeast
11	COCCn1c(SCC(=O)Nc2cccc(C(=O)OC)c2)nc2ccccc2c1=O	99.2	·	0.0	103.5	7.2	-29.7	114.5	97.5
12	O=C1N[C@@H](c2ccccc2)COC(=O)[C@@H](Cc2ccc(F)cc2)CC/C=C/C[C@H]1CC(=O)N(CCO)Cc1ccccc1	101.7	90.1	1.0	105.8	-20.1	·	104.2	100.9
13	CN(C)S(=O)(=O)n1cnc([C@H]2c3c(ncn3Cc3ccccc3)C[C@H]3COC(=O)[C@@H]32)c1	95.4	102.5	0.0	100.1	17.7	5.7	105.3	97.8
14	Cc1ccc(-c2csc3ncnc(NS(=O)(=O)c4ccc(Cl)cc4)c23)cc1	102.8	104.1	2.0	103.0	6.1	-1.1	101.5	98.7
15	Cc1ccc(C)c(/C(O)=C2/C(=O)C(=O)N(CCN3CCOCC3)C2c2ccc(C)o2)c1 (stereo not drawn)	99.3	·	0.0	105.1	-10.6	-2.9	104.8	113.9
16	CCC(C)(C(=O)NC1CCCCC1)N(Cc1cccs1)C(=O)Cc1cccs1 (stereo not drawn)	98.3	97.7	0.0	104.9	17.9	9.3	93.8	102.5
17	CN(C(=O)CSc1nc(-c2ccc(F)cc2)cs1)C1CCS(=O)(=O)C1 (stereo not drawn)	94.7	93.7	2.0	91.8	-3.0	3.1	101.7	100.8
18	CCCCN(CC)Cc1c(C)[nH]c2ccccc2c1=O	98.9	103.1	3.0	99.7	6.3	8.2	96.5	97.9
19	O=C1CCC(C(=O)OCC(=O)c2c[nH]c3ccccc23)=NN1	100.8	110.8	1.0	99.5	-2.6	4.4	96.0	102.2
20	CN(CC(=O)Nc1ccc(Cl)c(Cl)c1)C(=O)/C=C/c1ccc(F)cc1	99.3	95.5	1.0	94.4	18.8	5.1	90.3	106.1
21	O=C(N/C=C/c1ccco1)Nc1cccc(Cl)c1	96.8	92.1	0.0	106.7	-80.7	1.7	125.0	100.0
22	O=C(c1ccc(S(=O)(=O)Cc2ccccc2Cl)c([N+](=O)[O-])c1)N1CCOCC1	98.5	104.6	0.0	99.8	-4.0	-4.3	97.8	91.5
23	COc1ccc(C2OC(=O)CC2C(=O)N2CCN(c3cc(Cl)ccc3C)CC2)cc1OC (stereo not drawn)	92.7	87.7	2.0	92.9	3.0	-5.8	104.0	92.4
24	CCN(CC)CC#CC(C)(C)OC(C)=O	99.5	·	2.0	102.1	1.7	1.8	94.6	101.9
25	CCCCOC(=O)Cn1c(=O)n(CC(=O)OCCCC)c2ccccc21	97.4	95.2	2.0	99.5	-14.6	-7.6	90.0	96.5
26	c1ccc(-c2c[n+]3c(n2-c2ccccc2)SCC3)cc1	93.1	95.9	2.0	101.1	2.2	-2.5	107.8	100.2
27	O=c1[nH]c(C2CCN(S(=O)(=O)c3ccccc3)CC2)nc2c1nnn2Cc1ccc2c(c1)OCCO2	95.6	98.0	0.0	102.0	2.3	-2.8	100.9	103.9
28	COc1ccc(N(C(=O)c2ccccc2)S(=O)(=O)c2cccs2)cc1	96.1	100.3	0.0	99.4	2.4	16.5	96.6	99.6
29	COc1cc(/C=C/C(=O)OCC(=O)NC(C)c2ccccc2)cc(OC)c1OC (stereo not drawn)	98.2	101.0	1.0	96.8	3.2	3.0	87.6	89.4
30	Nc1nnc(CCc2ccccc2)s1	99.2	99.5	0.0	106.3	6.6	6.5	103.4	104.3
31	COc1ccc(C2(C)NC(=O)N(CC(=O)Nc3ccc(C)cc3Br)C2=O)cc1OC (stereo not drawn)	97.0	99.2	0.0	95.1	3.3	-8.8	87.3	101.0
32	CCOC(=O)CCc1c(C)nc2cc(C3CCCN(C(=O)OC(C)(C)C)C3)[nH]n2c1=O (stereo not drawn)	99.7	97.2	0.0	99.8	11.7	·	98.7	100.4
33	COC(=O)c1ccc(CSc2ncnc3c2sc2nc(N4CCOCC4)c4c(c23)CCCC4)o1	99.7	102.0	32.0	98.8	-4.9	-5.3	104.1	108.0
34	COc1ccc(C(=O)N2CCCC(CNC(=O)c3ccccc3Cl)C2)o1 (stereo not drawn)	101.4	110.8	2.0	120.7	16.8	-2.8	116.1	109.3
35	CCOC(=O)CSc1nc2sc3c(c2c(=O)n1-c1ccc(OC)cc1)CCN(C)C3	112.7	105.6	2.0	106.3	0.0	3.2	97.5	108.3
36	Cc1ccc(OCc2nnc(SCC(=O)N3CCc4ccccc43)n2C)cc1	96.4	106.3	0.0	105.9	-1.2	193.4	101.1	109.8
37	S=C(NCCNCc1ccccc1)NC1CCCCC1	52.1	92.8	0.0	56.6	8.5	-3.0	90.8	140.2
38	CCn1cc(C(=O)NCc2ccco2)c(=O)c2ccc(C)nc21	101.6	107.1	4.0	103.2	1.0	-0.7	96.5	102.4
39	COc1ccc(C(C)=O)cc1CSc1ccc2c(c1)OCCO2	99.1	98.1	2.0	114.4	-0.3	-0.9	119.0	99.9
40	Cc1ccc(-c2csc(NC(=O)C3CCN(S(=O)(=O)c4cccs4)CC3)n2)cc1	100.8	98.5	0.0	101.4	1.6	3.9	100.3	99.6
41	COc1ccc(OCC(=O)N/N=C/c2ccc(N(C)C)cc2)cc1	98.0	100.6	40.0	90.7	4.2	-7.0	101.7	106.8
42	Cc1ccc(/C=C/C(=O)NCCc2ccccc2)o1	99.4	106.8	7.0	98.4	9.8	16.7	122.1	99.6
43	CC(C)=CCC1=C(OCC(=O)O)C(=O)c2ccccc2C1=O	108.6	105.2	1.0	91.1	-9.1	-12.9	92.3	98.8
44	O=C(O)c1ccc(COc2ccc(Cl)cc2)o1	100.8	98.8	0.0	104.5	16.1	4.5	97.2	105.0
45	C/C(=N\NC(=O)CNC(=O)c1cccc(F)c1)c1ccc2ccccc2c1	101.6	105.2	0.0	102.2	4.3	-4.8	103.9	103.2
46	CC(=O)Nc1ccc(NC(=O)CSc2cn(CC(=O)N3CCOCC3)c3ccccc23)cc1	104.0	105.4	3.0	106.4	10.3	1.2	102.9	104.0
47	Cc1[nH]c(C)c(S(=O)(=O)NCc2ccc(F)cc2)c1C(=O)N1CCCCC1	99.6	101.7	0.0	102.0	7.2	-1.3	98.7	99.5
48	Cc1nc(Nc2ccc(O)cc2)c2c3c(sc2n1)CCCC3	100.2	103.9	0.0	103.5	-0.4	-1.9	102.4	100.0
49	O=C(c1ccc([N+](=O)[O-])cc1)N1CCSC1c1cccc(Cl)c1 (stereo not drawn)	90.2	90.0	2.0	96.5	4.1	2.3	104.3	90.2
50	O=C(NC12CC3CC(CC(C3)C1)C2)c1ccc(N2CCNCC2)c([N+](=O)[O-])c1	95.9	93.2	0.0	106.8	7.6	7.5	119.6	109.3
51	Cc1nn(C)cc1/C=N\NC(=O)c1ccc2c(c1)c(C)c(C)n2Cc1ccccc1	100.2	83.4	1.0	98.7	0.9	-4.1	96.3	100.6
52	CCC(C)(C)NC(=O)C(c1ccc(OC)cc1)N(Cc1ccco1)C(=O)CCC(=O)Nc1cc(C)on1 (stereo not drawn)	97.6	101.5	0.0	103.3	-3.0	6.7	101.3	97.1
53	COc1ccc(N2CCN(C(=O)C3CC(O)CN3S(=O)(=O)c3ccc([N+](=O)[O-])cc3)CC2)cc1 (stereo not drawn)	101.2	98.4	0.0	99.8	5.8	-11.9	94.2	98.0
54	CCOC(=O)c1cnc(SCC(=O)N2CCOCC2)nc1N	109.0	108.1	0.0	113.2	8.3	4.5	109.7	109.3
